# AID inhibitor: blocks human AID cytidine deaminase activity; AID deamination FRET fluorescence, UDG-coupled, 4 h; AID 1347428; 91,000 compounds, 0.32% hits; Potency, µM (series often up to 115 µM), without a hit: at the top dose activity change, negative = inhibition, most hits filed as inhibitors; further: nearly all actives have a fitted effect of over 25% in size
# Target sequence (Q9GZX7 whole entry, looked up): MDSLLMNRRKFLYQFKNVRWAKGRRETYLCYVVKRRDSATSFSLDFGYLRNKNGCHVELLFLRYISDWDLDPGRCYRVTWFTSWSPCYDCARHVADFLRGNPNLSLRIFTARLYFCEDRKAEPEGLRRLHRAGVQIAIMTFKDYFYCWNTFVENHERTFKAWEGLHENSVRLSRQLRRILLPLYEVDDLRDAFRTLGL
# UDG counterscr: counter-screen for AID inhibitors: uracil-DNA glycosylase inhibition; FRET deamination/UDG coupled assay, UDG read, 4 h; Potency, µM (top dose mostly 115 µM), for inactives: top-dose activity change, negative = inhibition, hits mostly inhibitors; 91,000 compounds, 0.14% hits; further: nearly all actives have a fitted effect of over 65% in size
# * marks the source's active call; other numbers are inactive results; u = inconclusive; [ ] = remark or other dose. The call rests on the fitted dose curve; in most records, active means well fitted curve in the direction sought with a large enough effect; inconclusive means small, poorly fitted or top-dose-only effect, or another doubt; inactive means no such curve, though single readings can be large; an effect the other way counts as inactive or inconclusive. On the % scale 0 is the no-effect control and ±100 the full control effect; potency means the concentration at half of the fitted maximal effect. A portion of the library; the hit share may differ from the screen's.
# Every second line gives: UDG counterscr	AID inhibitor
- CCOc1ccc(N2CC(c3nc4ccccc4n3CCOc3ccccc3)CC2=O)cc1 (stereo not drawn)
 : 0%	-27%
- O=C(COc1ccc2c(=O)c(Oc3ccc(-c4ccccc4)cc3)coc2c1)NCc1ccccc1
 : 35%[activator]	-5%
- O=c1oc2ccccc2cc1-c1nnc(Nc2ccc(Cl)cc2Cl)s1
 : -1%[57.5 µM]	-14%
- CCc1nc2ccc(C(=O)NCc3ccc(OC)c(OC)c3)cc2nc1CC
 : 26%	1%
- O=C(NCc1ccc(Cl)cc1)c1cc(-c2ccc(F)cc2)on1
 : 21%	-11%
- O=C(c1nn(Cc2ccccc2)c(=O)c2ccccc12)N(Cc1ccccc1)C1CC1
 : -11%	-19%
- Cc1cc(-c2nnc(CN3CCN(c4cnn(-c5ccccc5)c(=O)c4Cl)CC3)o2)c(C)o1
 : -9%	-14%
- CC(=O)Nc1nc2c(C)cc(NS(=O)(=O)c3ccc(F)cc3)cc2s1
 : 6%	0%
- Cc1ccc(NCc2ccccc2C#N)c(F)c1
 : -2%	-7%
- Clc1ccccc1CNc1nc2ccccc2c2nc(-c3cccnc3)nn12
 : -21%	-6%
- O=C(Nc1ccc(O)cc1)c1cccc(S(=O)(=O)N2CCOCC2)c1
 : -6%	14%
- O=C(NCCc1cccs1)C1CC=CCC1 (stereo not drawn)
 : 3%	2%
- Cc1ccccc1NC(=O)COC(=O)c1nn(-c2ccccc2)c(=O)c2ccccc12
 : 1%	-7%
- CC1CCCCC1NC(=O)c1ccc2ccccc2n1 (stereo not drawn)
 : -8%	-10%
- Cc1nc2cc(NC(C)C(=O)Nc3ccc(OC(F)(F)F)cc3)ccc2o1 (stereo not drawn)
 : -3%	-7%
- CCN(CC)C(=O)c1sc2c(c1C)c(=O)n(-c1ccc(Cl)c(Cl)c1)c(=O)n2Cc1cc(=O)n2ccccc2n1
 : u	89µM*
- CC(C)(C)c1cnc(CN2CCCC2c2ccc[nH]2)o1 (stereo not drawn)
 : 3%	1%
- Cc1ccc(CSc2nnc([C@@H](N)C(C)C)o2)cc1
 : 9%	30%
- COCCn1cnc2c1c(=O)n(CC(=O)OCc1ccccc1F)c(=O)n2Cc1ccccc1
 : -13%	-24%
- COc1ccc(CCn2c(=O)c3ccccc3n(CC(=O)Nc3cccc(C)c3)c2=O)cc1OC
 : -2%	17%
- COCC(=O)n1nc(NCc2ccc(Cl)cc2Cl)nc1NCc1ccc(Cl)cc1Cl
 : -3%	-9%
- O=C(NCCc1ccccc1)c1ccc2c(c1)N(Cc1ccc(Cl)cc1)C(=O)c1ccccc1S2(=O)=O
 : -11%	-8%
- Cc1ccc(NC(=S)NCCCO)cc1
 : 11%	1%
- Cc1ccc(Sc2cccc(Cl)n2)cc1
 : 0%	-7%
- CCOc1ccc(NC(=O)CSc2nc(=O)[nH]c3c2CCC3)cc1
 : 0%	1%
- COc1cccc(-n2c(=O)c3c(C)c(C(=O)N(C)C)sc3n(CC(=O)NCCc3ccc(OC)c(OC)c3)c2=O)c1
 : 5%[57.5 µM]	5%
- CC(C)C(=O)Nc1ccc(Cl)c(C(N)=O)c1
 : -8%	4%
- Cc1ccc(N2C(=O)CSC23C(=O)N(CC(=O)NC2CCCCC2)c2ccccc23)cc1C (stereo not drawn)
 : 2%	-10%
- COc1ccc(-c2nc(CSc3nnc(C)n4c3cc3oc(C)cc34)c(C)o2)cc1OC
 : 8%	0%
- Cc1ccc(O)c(NC(=O)COCc2cc(-c3ccco3)on2)c1
 : 9%	-15%
- CCCC(=O)c1ccc(O)cc1
 : 3%	-4%
- CCN(CCCNC(=O)c1cc2c(=O)n(CC)c3ccccc3c2s1)Cc1ccccc1
 : -14%	u
- O=C(O)C1CCC(C(=O)O)CC1 (stereo not drawn)
 : 0%	-1%
- O=c1cc(-c2ccccc2)c2ccc3c(c2o1)CN(Cc1ccccc1)CO3
 : 13%	17%
- Cn1c(=O)c2c(nc(Cl)n2Cc2nc(-c3ccc(F)cc3)no2)n(C)c1=O
 : -1%	-5%
- Cc1nc2n(c(=O)c1Cc1ccccc1)CN(Cc1cccnc1)CN2c1ccc(F)cc1
 : -4%	-17%
- COc1ccc(N2CCN(C(=O)C3CCCN(C(=O)c4cc5sccc5n4C)C3)CC2)cc1 (stereo not drawn)
 : 0%	-26%
- Cc1cc(NC(=O)CCS(=O)(=O)c2cc3c4c(c2)CCN4C(=O)CC3)ccc1Br
 : -3%	-4%
- COc1ccc(CNC(=O)c2ccc(C3Nc4ccccc4S(=O)(=O)N3)cc2)cc1OC (stereo not drawn)
 : -6%	-12%
- CCOc1ccc(-c2nonc2NC(=O)c2oc3cc(C)c(C)cc3c2C)cc1OCC
 : -4%	3%
- COc1ccc(CCNC(=O)CCSCc2ccccc2Cl)cc1OC
 : -10%	-9%
- O=C(Nc1cccc(O)c1)c1cc(=O)[nH]c2ccccc12
 : 1%	0%
- CCC(C)Nc1nc(-c2ccc3c(c2)NC(=O)CO3)cs1 (stereo not drawn)
 : -1%	5%
- O=C(CSc1oc(-c2ccco2)nc1S(=O)(=O)c1ccccc1)c1ccc(Cl)cc1
 : -18%	18%
- O=C(Nc1ccc(CN2CCOC2=O)cc1)N1CCCC1
 : -4%	-1%
- COc1ccc(Br)cc1/C=C/C(=O)OC1CCCCC1=O (stereo not drawn)
 : 0%	-9%
- Cc1cc(C(=O)CSc2nc3cc([N+](=O)[O-])ccc3o2)c(C)n1C(C)C
 : 0%	5%
- COc1cccc(Oc2coc3cc(OC(=O)c4ccccc4)ccc3c2=O)c1
 : -5%	-14%
- CCCCC(=O)N1CCc2cc(OC)c(OC)cc2C1COc1ccc(C(=O)OCC)cc1 (stereo not drawn)
 : 3%	27%
- C=CCN(CC(F)(F)F)C(=O)CCc1c[nH]c2ccccc12
 : 2%	-9%

# Going on with the list.
# Every second line gives: UDG counterscr	AID inhibitor
- CCC(=O)N1N=C(c2ccc(NS(C)(=O)=O)cc2)CC1c1ccc(F)cc1 (stereo not drawn)
 : -6%	-8%
- Fc1ccc(CCNC(=S)NC2CCCCC2)cc1
 : -2%	-4%
- Cn1c(=O)c(=O)n(C)c2cc(S(=O)(=O)N3CCN(c4ccccc4F)CC3)ccc21
 : -14%	13%
- O=C1Nc2ccccc2/C1=C/c1csc(-c2ccccc2)n1
 : 3%	-4%
- CCCC(=O)Nc1ccc(OCC)c2ncccc12
 : -3%	49%[activator]
- Cc1cccc(NC(=O)NCCOCCn2c(=O)oc3ccccc32)c1C
 : 14%	12%
- COc1cc(B(O)O)ccc1Cl
 : 6%	-1%
- CCOC(=O)c1nc(Nc2ccc(OCC)cc2)c2ccccc2n1
 : -5%	-10%
- O=C(O)CCc1nc(-c2ccccc2)c(-c2ccccc2)o1
 : 6%	1%
- COC(=O)c1cc(-c2ccc(F)cc2)nc2onc(-c3ccccc3)c12
 : -3%	-1%
- Cn1c(=O)c2c(ncn2C)n(C)c1=O
 : 2%	-1%
- CCN(CC)c1ccc(C(=O)N2CCC(c3ccncc3)CC2)cc1
 : -3%	-14%
- CN(C)c1ccc(CNC(=O)c2cnc3sc(N4CCCC4)nn3c2=O)cc1
 : -4%	-9%
- O=c1c2cccnc2ncn1CC(O)c1ccc(C(F)(F)F)cc1 (stereo not drawn)
 : -16%	-15%
- O=C(CC1(O)C(=O)N(CN2CCOCC2)c2ccccc21)c1ccc(F)cc1 (stereo not drawn)
 : -8%	-1%
- COc1ccc2c(c1)c1c(c(=O)n(Cc3ccccc3)c(=O)n1CC(=O)Nc1c(C)cccc1C)n2C
 : -1%	43%[activator]
- FC(F)(F)c1cnc(Sc2nnc(C3CC3)n2C2CC2)c(Cl)c1
 : -4%	-3%
- Cc1c(C)n(Cc2ccccc2)c2ccc(C(=O)N3CCN(c4ccc(F)cc4)CC3)cc12
 : 13%	-20%
- CCCCCn1c(=O)[nH]c2cc(C(=O)N3CCN(c4ccccc4F)CC3)ccc2c1=O
 : -8%	11%
- COc1ccc(-c2cc(C(F)(F)F)nc(SCCC(=O)NC(C)C)n2)cc1
 : 0%	0%
- COc1cccc(NC(=O)Cn2nc(N3CCN(c4ccccc4)CC3)ccc2=O)c1
 : -27%[57.5 µM]	-13%
- COc1ccc(-c2nc(SCC(=O)Nc3ccc4c(c3)OCO4)c(-c3ccc(F)cc3)[nH]2)cc1OC
 : -1%	-19%
- CCOC(=O)c1[nH]c(C)c(CCC(=O)Nc2ccccc2C(=O)OC)c1C
 : 6%	6%
- O=C(Nc1ncn(Cc2ccccc2)n1)c1cc(S(=O)(=O)N2CCCC2)c(Cl)cc1Cl
 : 9%	-4%
- O=C(NC1=NCCS1)c1ccc2nccnc2c1
 : -12%	50%[activator]
- CCc1ccc(NCc2cc3ccc(OC)cc3n(CC(=O)Nc3ccccc3OC)c2=O)cc1
 : -6%	2%
- O=C(CSc1ccccc1)NCc1ccc2c(c1)CCN2C(=O)c1ccccc1
 : -22%	10%
- Cc1ccc2nc(/C(C#N)=C/c3ccc(OCc4ccc(Cl)cc4Cl)cc3)[nH]c2c1
 : -3%	-15%
- Cn1c[n+]([O-])c2ccccc21
 : 16%	2%
- Cc1ccc(S(=O)(=O)N2CCCc3ccccc32)c(C)c1
 : -6%	-20%
- COc1ccc(-c2c(C)c3cc(OS(=O)(=O)c4ccc(F)cc4)ccc3oc2=O)cc1OC
 : 3%	4%
- O=C(CN1C(=O)CC(c2ccco2)Sc2ccccc21)Nc1ccc(Br)cc1 (stereo not drawn)
 : -3%	28%
- Cc1cccc(NC(=O)c2ccccc2NC(=O)CC23CC4CC(CC(C4)C2)C3)c1
 : -2%	-6%
- COc1ccc(Nc2nn(-c3ccc(OC(F)(F)F)cc3)nc2C(C)=O)cc1
 : 6%	3%
- CCOc1ccc(NC(=O)CC2C(=O)N(c3cccc(C)c3)C(=O)N2Cc2ccco2)cc1 (stereo not drawn)
 : -2%[57.5 µM]	-16%
- O=C(O)CCCC(=O)c1cccs1
 : -4%	-1%
- CCN(CC)C(=S)SCc1c(C)c(C)c(Br)c(C)c1C
 : -8%	-6%
- Cc1ccc2[nH]c3c(c2c1)CCCC3
 : -11%	1%
- O=S(=O)(c1ccccc1)c1nnn2c1nc(NCc1cccs1)c1sccc12
 : 49%[activator]	-2%
- O=C(C(c1ccccc1)c1ccccc1)N1CCN(C/C=C/c2ccccc2)CC1
 : -5%	-20%

# Sorted by molar mass (smallest number first): 5 of the compounds above
# Every second line gives: UDG counterscr	AID inhibitor
- CCN(CC)C(=S)SCc1c(C)c(C)c(Br)c(C)c1C
 : -8%	-6%
- O=C(C(c1ccccc1)c1ccccc1)N1CCN(C/C=C/c2ccccc2)CC1
 : -5%	-20%
- Cc1cccc(NC(=O)c2ccccc2NC(=O)CC23CC4CC(CC(C4)C2)C3)c1
 : -2%	-6%
- O=S(=O)(c1ccccc1)c1nnn2c1nc(NCc1cccs1)c1sccc12
 : 49%[activator]	-2%
- O=C(CN1C(=O)CC(c2ccco2)Sc2ccccc21)Nc1ccc(Br)cc1 (stereo not drawn)
 : -3%	28%

# (more compounds)
# Every second line gives: UDG counterscr	AID inhibitor
- CC(C)(C(=O)O)c1ccc(Cl)c(Cl)c1
 : 0%	-2%
- Fc1ccc(N/N=C/c2ccccc2Cl)c(F)c1
 : -4%	-12%
- CCCCNc1ccc(-c2nc(-c3ccccc3)no2)cc1[N+](=O)[O-]
 : -3%	7%
- CCOc1ccc(/C(O)=C2\C(=O)C(=O)NC2c2ccc(Cl)cc2)cc1 (stereo not drawn)
 : -7%	1%
- Cc1ccc(NC(=O)CSc2nc(-c3ccc(C(C)(C)C)cc3)nc3cc(=O)[nH]n23)cc1C
 : u	-25%
- CC(C)c1ccc(C(=O)NCc2ccc(CN3CCCC3)cc2)cc1
 : -2%	-5%
- CCN(Cc1ccccc1)Cc1c(O)ccc2c(=O)c(-c3ccccc3)c(C(F)(F)F)oc12
 : -8%	u
- CCOc1ccc2oc(=O)cc(CN3CCN(C(=O)c4cccc(F)c4)CC3)c2c1
 : 0%	3%
- CCC(CC)C(=O)Nc1c(C(=O)N2CCN(c3ccccc3F)CC2)oc2ccccc12
 : u	u
- Cc1cc(C(=O)Nc2c(C)cccc2C)n(-c2ccccc2)n1
 : -4%	0%
- O=C(CSc1nc2c(oc3ccccc32)c(=O)n1-c1ccccc1)Nc1ccccc1F
 : 13%	u
- O=C(Nc1cccc(C(=O)N2CCN(c3ccccc3)CC2)c1)c1nsc2ccccc12
 : -8%	-23%
- O=C(NCCSc1ccc(Cl)cc1)NC1CC1
 : -4%	-1%
- O=C(/C=C/c1ccc(Cl)cc1Cl)OCc1c(F)cccc1Cl
 : 4%	-3%
- CCC(=O)NNC(=S)NC1CCCCC1
 : -10%	-7%
- CCOc1ccc(-c2noc(-c3nnn(-c4cccc(Cl)c4C)c3N)n2)cc1
 : 2%	10%
- CC(Nc1ccc(-c2nc(-c3ccncc3)no2)cc1[N+](=O)[O-])c1ccccc1 (stereo not drawn)
 : u	-26%
- C=C(C)CSc1nc2sc3c(c2c(=O)n1Cc1ccccc1)CC(C)(CC)OC3 (stereo not drawn)
 : -13%	-19%
- CCCN(Cc1cc(=O)[nH]c2ccccc12)C(=O)Nc1ccc(OC)cc1OC
 : -2%	-3%
- Cc1csc(C(C#N)C(=O)CSc2ccc3c(c2)OCCCO3)n1 (stereo not drawn)
 : 1%	8%
- COc1cccc(NC(=O)C(=O)NCCc2csc(-c3ccc(C)cc3)n2)c1
 : 14%[57.5 µM]	8%
- O=C(c1c[nH]c2ccccc12)C(Sc1cc(Cl)ccc1Cl)c1ccccc1 (stereo not drawn)
 : -3%	-9%
- CCOC(=O)c1cc(C)nc2c1c(=O)n(Cc1nc(-c3ccc(C(C)C)cc3)oc1C)c(=O)n2C
 : u	-26%
- CCOc1ccccc1NC(=O)c1cn(C2CCCC2)c(=O)c2c1c1ccccc1n2C
 : -3%	2%
- CCc1ccc(-c2nn(CC(=O)Nc3ccccc3)c3c2cnc2ccc(F)cc23)cc1
 : 45%[activator]	-6%
- CCc1cccc(C)c1NC(=O)Cn1nc(C)c2nn(-c3ccc(Cl)cc3)c(C)c2c1=O
 : -11%	-6%
